# From PubChem BioAssay
# PGC1a acetyl inh: lowers PGC1a acetylation signal in U2OS cells. AlphaScreen anti-acetyl-lysine; with virally co-expressed GCN5 acetyltransferase. inhibition, % at 15.6 µM. hit rate 0.17% among 350,000;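 active = every replicate shows inhibition of at least 40%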;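 also: 0% = neutral control wells and 100% = positive control wells; some results beyond the cut were filed as inactive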
# Cneo AK release: causes C. neoformans cell lysis; adenylate kinase release luminescence, 4 h; normalised: neutral wells 0, clomiphene wells 100; lysis activity, % at 15 µM; hit rate 0.2% among 360,000; AID 651654;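 active = mean lysis activity across replicates of at least 80%, whatever share of replicates individually reach that level; inactive = mean lysis activity below 80%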
#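 Signal: Adenylate kinase release luminescence | Assay system: Log-phase Cryptococcus neoformans yeast cells | Input: Cells at 5 × 10^6 per mL | Buffer or medium: Fresh YPD growth medium | Compound: Single dose | Schedule: Static 4 h at 37 °C with compound, 1 h detection | Controls: Clomiphene | Read-out: Luminescence rise reflecting yeast cell lysis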
# PglD DTNB: blocks C. jejuni PglD acetyltransferase activity; hit rate 0.098% among 360,000; inhibition, % at 12.5 µM; AID 602405; purified PglD enzyme, DTNB colorimetric CoA detection; in the data active = inhibition above about 16%, passing the limit was not always enough; also: strong numbers were not always called active
# F508del corr: CFTR F508del correction in bronchial cells; CFBE cells, YFP halide quenching; stimulated with forskolin plus potentiator P3; % fluorescence drop versus neutral controls; AID 720511; hit rate 0.36% among 350,000; activity (quench increase), % at 7.58 µM;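 active = mean added fluorescence quench of at least 8% versus neutral control, with both replicates also reaching 8%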;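 also: cells transiently co-express mutant CFTR-F508del with the halide-sensitive YFP; corrector assay measuring rescue of mutant channel to the surface after 24 h compound exposure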
# C2C12 statin: suppressors of simvastatin-induced myotoxicity in C2C12 myotubes. ATP luminescence, 48 h; scaled: DMSO 0, geranylgeraniol control 100. AID 602340. hit rate 0.78% among 330,000. rescue of ATP level, % at 7.49 µM;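 active = mean ATP rescue above about 67%, or every replicate alone reaching that limit, limit read from the data, passing the limit was not always enough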;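 also: myotubes were challenged with 10 µM simvastatin during compound exposure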
# FN deposit inh: fibronectin deposition inhibition; AH1F fibroblasts, Alexa488-fibronectin deposition fluorescence, overnight; hit rate 0.086% among 350,000; inhibition, % at 12.6 µM;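 active = mean inhibition across replicates of 30% or more, regardless of how many single replicates reach that level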;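 also: positive control wells lacked labelled fibronectin entirely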
#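 test system = AH1F fibroblasts assembling fluorescent fibronectin matrix | quantity = 10000 AH1F cells per well | buffer or medium = DMEM plus 2% serum, read in PBS | doses = single dose, pinned | incubation = 1 h cell attachment, overnight exposure to compound and label | detection = fluorescence at 485 nm excitation, 525 nm emission | read-out basis = inhibition from reduced deposited-fibronectin fluorescence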
# INS-1E GSIS act: primary screen for activators of insulin secretion dependent on glucose, INS-1E cells, GLuc reporter luminescence; AID 743287; activation, % at 16.6 µM; hit rate 0.61% among 370,000; INS-1E GLuc reporter insulin secretion, 2-3 h;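 active = lowest replicate activation of at least 40%, so every replicate reaches that level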;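 also: 0% = median of neutral control wells and 100% = median of IBMX positive control wells; some compounds called inactive have numbers as strong as hits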
# miR-122 sensor: inhibitors of miR-122 in Huh7 cells; Huh7 miR-122 Renilla luciferase sensor, 48 h; neutral wells = 0, positive control = 100; activation (reporter increase), % at 12.5 µM; hit rate 0.3% among 340,000;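 active = mean replicate activation score at least 90 and every replicate individually at or above 90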;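 also: higher luciferase means less miR-122 activity so hits act as miR-122 inhibitors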
# Starred values were filed as active, the others as inactive; x = not tested or not shown; [ ] = remark or other dose.
1) Cc1noc(C)c1S(=O)(=O)Nc1ccc2c(c1)C(=O)N([C@H](C)CO)C[C@@H](C)[C@@H](CN(C)C(=O)Nc1ccc3c(c1)OCO3)OCCCC[C@@H](C)O2
2) O=C(NC(=S)N1CCCCC1CO)c1cc(Br)ccc1Cl (stereo not given)
3) Cc1ccc(NC(=O)CSCC(=O)NNC(=O)c2nn(C)c(=O)c3ccccc23)cc1
4) C[C@@H]1CCCCO[C@H](CN(C)C)[C@H](C)CN([C@H](C)CO)C(=O)c2cc(NC(=O)c3ccncc3)ccc2O1
5) Cc1ccccc1C(=O)NC1CCN(CC(=O)Nc2ccccc2)CC1
6) C[C@H]1CN([C@@H](C)CO)C(=O)c2cccc(NC(=O)Nc3ccc4c(c3)OCO4)c2O[C@@H]1CN(C)S(=O)(=O)c1ccccc1
screen / no.,1,2,3,4,5,6
PGC1a acetyl inh,-1,x,-11,0,0,-2
Cneo AK release,3,2,-1,-1,-2,-58
PglD DTNB,6,-1,3,1,6,1
F508del corr,1.0,-0.2,-0.7,-1.9,x,3.3
C2C12 statin,x,8,9,5,4,-14
FN deposit inh,x,-7,-1,x,-4,x
INS-1E GSIS act,-10,-1,-16,16,x,11
miR-122 sensor,0[16.7 µM],-3,-1,3[16.7 µM],-1,4[16.7 µM]

7) Cc1ccc2nc(-c3cc(-c4ccccc4)no3)cn2c1
8) CN(C)CC(=O)N[C@H]1C=C[C@@H](CC(=O)NCCN2CCCCC2)O[C@@H]1CO
9) CCCN1CCN(C(=O)c2oc3ccccc3c2NC(=O)C2CC2)CC1
10) COc1ccc2nc(SCC(=O)c3c(N)n(C4CC4)c(=O)[nH]c3=O)[nH]c2c1
11) O=C(CS(=O)c1ccc(C(F)(F)F)cc1[N+](=O)[O-])Oc1ccc(Cl)cc1 (stereo not given)
12) O=C(O)CN1CCN(c2ncc(C(F)(F)F)cc2Cl)CC1
screen / no.,7,8,9,10,11,12
PGC1a acetyl inh,1,-4,16,2,-2,1
Cneo AK release,-9,-1,-2,3,0,1
PglD DTNB,5,-3,0,-3,2,-4
F508del corr,-2.2,2.1,-1.6,-2.6,x,-0.9
C2C12 statin,-2,-4,36,-18,-4,-1
FN deposit inh,-10,14,4,-19,28,9
INS-1E GSIS act,x,25,15,-5,x,22
miR-122 sensor,-9,x,32,-3,-6,1

13) CC1(C)Cc2nc(NCCCO)c(C#N)cc2CO1
14) Cc1ccc(COn2c(-c3ccc(Cl)cc3)nc3ccc([N+](=O)[O-])cc32)cc1
15) C#CCOCCOCCOCCNc1nc(N2CCOCC2)nc(N2CCN(C(=O)[C@H](CCC(=O)O)n3cc(C(N)[C@H](C)CC)nn3)CC2)n1 (stereo not given in full)
16) C[C@H]1CN([C@@H](C)CO)C(=O)c2cc(C#CC(C)(C)O)cnc2O[C@H]1CN(C)Cc1ccccn1
17) Cc1cc(C)c(S(=O)(=O)NC(C)C)c(C)c1-n1cnnn1
18) CC(C)Cc1cc(C(C)(C)C)ccc1OC(=S)N(C)C
screen / no.,13,14,15,16,17,18
PGC1a acetyl inh,5,3,7,5,8,-3
Cneo AK release,-1,-3,0,3,2,6
PglD DTNB,-3,0,-2,3,-2,6
F508del corr,x,x,2.7,-0.7,0.3,1.5
C2C12 statin,0,-38,7,34,-1,5
FN deposit inh,x,-3,-7,x,15,6
INS-1E GSIS act,x,x,16,7,1,x
miR-122 sensor,0,-10,-1,-1[16.7 µM],91*,6

19) CCN(CC)C(=O)[C@H]1CC(CC(=O)NCc2cccc(C(F)(F)F)c2)C(=O)N2CCc3c([nH]c4ccc(OC)cc34)[C@]12C (stereo not given in full)
20) CC[C@]12c3[nH]c4ccc(Cl)cc4c3CCN1C(=O)[C@@H](CC(=O)NCCc1ccccn1)C[C@@H]2C(=O)N1CCN(C(=O)c2ccco2)CC1
21) C[C@@H]1CCCCO[C@H](CN(C)S(=O)(=O)c2ccc(Cl)cc2)[C@@H](C)CN([C@H](C)CO)C(=O)c2cc(NS(=O)(=O)c3ccc(F)cc3)ccc2O1
22) CC(C)CC(=O)N1CCN(S(=O)(=O)c2ccc3ccccc3c2)CC1
23) C[C@@H]1CN([C@@H](C)CO)C(=O)c2cc(NC(=O)C3CCCCC3)ccc2O[C@@H](C)CCCCO[C@H]1CN(C)S(=O)(=O)c1ccc(F)cc1
24) Nc1ncnc2c1ncn2[C@@H]1O[C@H](CNC(=O)[C@@H](N)Cc2ccc(C(=O)c3ccccc3)cc2)[C@@H](O)[C@H]1O
screen / no.,19,20,21,22,23,24
PGC1a acetyl inh,5,13,8,-19,-8,8
Cneo AK release,0,4,1,4,53,0
PglD DTNB,1,2,3,-6,-4,6
F508del corr,3.4,2.6,2.0,x,-2.1,-2.3
C2C12 statin,5,-2,-8,19,x,-7
FN deposit inh,-6,5,2,4,3,-9
INS-1E GSIS act,-34,-4,9,-24,0,-4
miR-122 sensor,-13,-2,7[16.7 µM],17,0[16.7 µM],1

25) CC(=O)N(C)C[C@@H]1[C@@H](c2ccc(-c3ccccc3F)cc2)[C@H](CO)N1C(C)=O
26) Cc1cc(C)n2c(SCC(=O)Nc3cc(S(=O)(=O)N(C)C)ccc3C)nnc2n1
27) O=C(Nc1cccc(C(F)(F)F)c1)c1cccnc1N1CCCC1
28) CCOC(=O)CC(=O)CSc1nc2c(C)c(C)ccc2cc1C
29) O=C(NN=Cc1ccc(O)cc1O)c1ccccc1NS(=O)(=O)c1cccs1
30) COc1ccc(S(=O)(=O)N(C)C[C@H]2Oc3ccc(NS(=O)(=O)c4ccc(F)cc4)cc3C(=O)N([C@@H](C)CO)C[C@H]2C)cc1
screen / no.,25,26,27,28,29,30
PGC1a acetyl inh,-2,-14,-3,-11,9,6
Cneo AK release,-1,3,5,2,2,5
PglD DTNB,-1,2,-2,-1,-5,-3
F508del corr,-1.1,-3.8,x,x,1.5,3.2
C2C12 statin,12,2,10,4,2,7
FN deposit inh,x,2,x,0,-17,x
INS-1E GSIS act,7,-1,x,x,22,-20
miR-122 sensor,6[16.7 µM],41,14,-13,-7,15[16.7 µM]

31) O=C(C[C@@H]1CC[C@H]2[C@@H](COC[C@@H](O)CN2Cc2ccc3c(c2)OCO3)O1)N1CCOCC1
32) Cc1ccc(CNC(=O)CSc2nnnn2C)cc1
33) C[C@@H]1CN([C@@H](C)CO)S(=O)(=O)c2ccc(C#CCN(C)C)cc2O[C@H]1CN(C)Cc1ccccc1
34) CC(=O)c1ccccc1OC(=O)c1ccc(-c2ccccc2)cc1
35) CCN(CC)c1cc(C)c2cc(NC(=O)c3cccs3)ccc2n1
36) COc1ccc(/C=c2\s/c(=C\C(=O)C(C)(C)C)[nH]c2=O)cc1O
screen / no.,31,32,33,34,35,36
PGC1a acetyl inh,0,0,-13,3,4,-14
Cneo AK release,-6,1,2,-4,2,x
PglD DTNB,-2,-1,-2,1,3,x
F508del corr,-1.0,x,-4.4,0.7,1.9,-2.4
C2C12 statin,-11,-2,-112,1,-22,4
FN deposit inh,-6,x,x,-7,-2,-5
INS-1E GSIS act,12,x,28,11,-1,-6
miR-122 sensor,2[16.7 µM],-8,-6[16.7 µM],-1,8,-4

37) CCOc1ccc(C(=O)NCC(=O)OCc2c(F)cccc2Cl)cc1OCC
38) O=S(=O)(c1ccc(S(=O)(=O)N2CCCC2)cc1)N1CCCCCC1
39) COc1cccc(C2NC(=S)NC(C)=C2C(=O)c2ccccc2)c1OC (stereo not given)
40) CCCC(=O)c1cc2cc(Cl)ccc2oc1=O
41) Cc1c(C(=O)NCC(c2ccco2)N2CCCC2)sc2ccccc12 (stereo not given)
42) CCC1CCCCN1C(=O)CSC1=NN2CCCC(=O)N=C2S1 (stereo not given)
screen / no.,37,38,39,40,41,42
PGC1a acetyl inh,x,12,0,x,2,6
Cneo AK release,-1,1,x,-7,0,x
PglD DTNB,6,-1,x,-1,2,x
F508del corr,1.5,-2.2,2.4,x,6.0,0.2
C2C12 statin,x,-16,-36,x,-4,x
FN deposit inh,1,x,16,3,-3,2
INS-1E GSIS act,13,6,0,x,-5,7
miR-122 sensor,x,8,147*,0,-5,x

43) CCOC(=O)C1CCCN(S(=O)(=O)c2ccccc2)C1 (stereo not given)
44) CS(=O)(=O)c1ccc(Cl)c(NC(=O)COC(=O)c2ccc(F)cc2Cl)c1
45) O=C(CNC(=O)c1ccc(Cl)cc1)NNc1c(F)c(F)cc(F)c1F
46) CCOc1ccc(CN(CCO)CCO)cc1[N+](=O)[O-]
47) O=C(NCC1CCN(C(=O)c2cccc([N+](=O)[O-])c2)CC1)c1cccc([N+](=O)[O-])c1
48) OC(COC1CCCCC1)CN1CCN(c2ccccc2)CC1 (stereo not given)
screen / no.,43,44,45,46,47,48
PGC1a acetyl inh,8,-6,-18,5,2,2
Cneo AK release,13,2,-1,4,1,-2
PglD DTNB,2,-1,2,7,0,-4
F508del corr,x,-1.7,0.9,x,1.2,x
C2C12 statin,-18,x,-6,-13,-5,5
FN deposit inh,5,-4,-6,x,4,-2
INS-1E GSIS act,x,1,-10,x,-10,x
miR-122 sensor,-3,x,-1,2,-4,-5

# Compound profiles, as listed above:
# COc1ccc2nc(SCC(=O)c3c(N)n(C4CC4)c(=O)[nH]c3=O)[nH]c2c1 as listed: PGC1a acetyl inh: 2; Cneo AK release: 3; PglD DTNB: -3; F508del corr: -2.6; C2C12 statin: -18; FN deposit inh: -19; INS-1E GSIS act: -5; miR-122 sensor: -3
# CCCN1CCN(C(=O)c2oc3ccccc3c2NC(=O)C2CC2)CC1 as listed: PGC1a acetyl inh: 16; Cneo AK release: -2; PglD DTNB: 0; F508del corr: -1.6; C2C12 statin: 36; FN deposit inh: 4; INS-1E GSIS act: 15; miR-122 sensor: 32

# More structures.
49) C[C@@H]1CN([C@H](C)CO)C(=O)c2cc(NC(=O)NC3CCCCC3)ccc2O[C@@H]1CN(C)Cc1ccc(-c2ccccc2)cc1
50) OC1CCN(c2ncnc3c2nnn3Cc2c(F)cccc2Cl)CC1
51) COc1ccc(NC(=O)Nc2ccc3c(c2)C(=O)N([C@@H](C)CO)C[C@H](C)[C@H](CN(C)C(=O)Nc2c(C)noc2C)O3)cc1
52) Cc1csc2c(N3CCN(C(=O)Nc4ccccc4)CC3)ncnc12
53) COc1ccc(-c2cc(C(=O)OCC(=O)c3ccc(C)c([N+](=O)[O-])c3)c3ccccc3n2)cc1
54) C[C@@H]1CCCCO[C@H](CN(C)C(=O)c2ccccc2)[C@@H](C)CN([C@H](C)CO)C(=O)c2cc(NS(=O)(=O)c3ccccc3)ccc2O1
55) CCC1(CC)NC(=O)N(CC(=O)OC(C)C(=O)Nc2ccc(NC(C)=O)cc2)C1=O (stereo not given)
56) CN1C(=O)c2cc(NC(=O)c3cccc(F)c3)ccc2OC[C@H]2O[C@@H](CC(=O)NCc3ccccc3)CC[C@H]21
screen / no.,49,50,51,52,53,54,55,56
PGC1a acetyl inh,5,4,9,x,5,22,x,-25
Cneo AK release,6,-2,-1,2,5,0,2,-6
PglD DTNB,-2,-3,2,9,-1,0,10,4
F508del corr,2.5,x,-1.6,-0.6,x,-2.2,-2.5,0.6
C2C12 statin,x,x,-10,-7,x,x,7,3
FN deposit inh,x,x,x,-1,-10,-10,7,-5
INS-1E GSIS act,-1,x,12,-55,-13,24,10,-4
miR-122 sensor,-2[16.7 µM],3,-8[16.7 µM],-2,-8,10[16.7 µM],-2,4[16.7 µM]
